SENP8 block-1 – inhibitors of human SENP8 protease. Q96LD8. AID 602440. 0.64% of 360,000 active. inhibition, % at 20 µM. recombinant SENP8, Nedd8 substrate fluorescence; in the data active means inhibition mostly above about 40%, no sharp cut-off; inactive means mostly below about 27%
Target sequence (Q96LD8 whole entry, looked up): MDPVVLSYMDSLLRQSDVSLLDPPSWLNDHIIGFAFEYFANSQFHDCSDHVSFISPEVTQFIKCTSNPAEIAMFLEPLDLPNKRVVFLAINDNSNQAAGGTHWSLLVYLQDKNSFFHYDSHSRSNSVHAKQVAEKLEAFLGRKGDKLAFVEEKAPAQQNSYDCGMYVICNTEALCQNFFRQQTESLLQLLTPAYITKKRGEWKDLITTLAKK
HKDC1 inhibitor – inhibitors of human hexokinase HKDC1. 0.16% of 340,000 active. recombinant HKDC1, G6PDH/diaphorase resazurin coupled fluorescence. inhibition, % at 20 µM. Q2TB90. AID 493160;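 active means inhibition above about 35% when tested at 20 µM, limit read from the data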;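 further: plate controls were DMSO wells with enzyme for no effect and DMSO wells lacking enzyme for full effect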
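Incubation: 90 min at room temperature in dark / Material: recombinant HKDC1 (HK5) hexokinase enzyme, produced in-house / Quantity: enzyme 5 µg/mL final / Compound: one dose of 20 µM, 1% DMSO / Reagent: glucose and ATP substrates / Buffer or medium: Tris pH 8.0 buffer with MgCl2, Tween-20, BSA, BME / Technique: resorufin fluorescence at 613 nm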
PfG6PD inh – PfG6PD (Plasmodium falciparum) enzyme inhibition; 0.78% of 350,000 active; PfGluPho enzyme, NADPH resazurin-diaphorase fluorescence; inhibition, % at 20 µM;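 active means inhibition reaching at least a set limit at 20 µM in the primary screen, cut at about 59% in these data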;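 further: 0% = DMSO wells with substrate and 100% = DMSO wells lacking glucose-6-phosphate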
SENP8 block-2 – SENP8 protease inhibition; purified SENP8, Z-RLRGG-aminoluciferin cleavage, luminescence; inhibition, % at 10 µM; 1.2% of 330,000 active; AID 2540; in the data active means inhibition above about 50%
SENP6 inh – inhibitors of human SENP6 protease. Q9GZR1. inhibition, % at 10 µM. Recombinant SENP6 catalytic domain, aminoluciferin luminescence. 1.8% of 330,000 active;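 active means inhibition above about 50% at the single tested dose, limit read from the data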;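 further: plate controls were DMSO wells with enzyme for no effect and DMSO wells lacking enzyme for full effect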
Target sequence (Q9GZR1 628-1112 limits assumed): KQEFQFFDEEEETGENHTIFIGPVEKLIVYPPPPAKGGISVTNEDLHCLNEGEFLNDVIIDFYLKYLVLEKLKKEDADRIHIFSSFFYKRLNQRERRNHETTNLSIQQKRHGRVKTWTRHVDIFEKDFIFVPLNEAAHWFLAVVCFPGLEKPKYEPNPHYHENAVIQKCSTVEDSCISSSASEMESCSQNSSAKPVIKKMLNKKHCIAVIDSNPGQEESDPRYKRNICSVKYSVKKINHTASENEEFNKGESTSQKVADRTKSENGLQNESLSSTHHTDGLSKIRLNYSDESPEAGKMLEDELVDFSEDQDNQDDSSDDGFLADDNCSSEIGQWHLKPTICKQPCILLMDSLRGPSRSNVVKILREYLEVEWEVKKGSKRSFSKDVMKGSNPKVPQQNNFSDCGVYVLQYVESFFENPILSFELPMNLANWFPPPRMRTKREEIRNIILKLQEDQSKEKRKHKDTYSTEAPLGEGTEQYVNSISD
SENP1 inh – blocks the human SENP1 SUMO protease catalytic domain; Q9P0U3; recombinant SENP1 catalytic domain, CyPet-SUMO1-YPet FRET cleavage; inhibition, % at 10 µM; 0.21% of 360,000 active; AID 624204;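 active means inhibition at least 30% at 10 µM, raw YFP signal under a set limit, fluorescence ratio 0.5 to 1.5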;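 further: 0% = enzyme with DMSO and 100% = no enzyme wells; some results filed as inactive read as strong as hits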
Target sequence (Q9P0U3 419-644 limits assumed): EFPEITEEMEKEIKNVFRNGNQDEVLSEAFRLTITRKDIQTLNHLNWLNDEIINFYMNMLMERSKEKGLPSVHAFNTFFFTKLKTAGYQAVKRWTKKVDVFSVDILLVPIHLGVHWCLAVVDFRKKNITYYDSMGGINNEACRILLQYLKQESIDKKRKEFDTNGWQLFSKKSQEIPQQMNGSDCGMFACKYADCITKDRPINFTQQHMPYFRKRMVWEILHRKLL
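Test system: hSENP1 catalytic domain, recombinant; Amount: 20 pM final SENP1 enzyme; Medium: Tris pH 8 buffer plus EDTA, NaCl, BME, BSA, NP40, catalase; Schedule: 50 min enzyme reaction, room temperature, light-protected; Technique: FRET fluorescence in CFP and YFP emission channels; Controls: no-enzyme wells low, DMSO-plus-enzyme wells high control.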
Apaf-1 inh – blocks human Apaf-1 apoptosome activity; O14727; reconstituted apoptosome caspase-3 activity, DEVD-Rh110 fluorescence; inhibition, % at 20 µM; 0.71% of 330,000 active; active means inhibition of at least 40% at 20 µM;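 further: plate controls were DMSO wells for no effect and DEVD-CHO caspase inhibitor wells for full effect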
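Material: reconstituted apoptosome with Apaf-1, cytochrome c, caspase-9, procaspase-3, dATP. Technique: Rh110 fluorescence intensity. Buffer or medium: pH 7.5 Hepes buffer with CHAPS, BSA, DTT. Times: 30 min plus 50 min, RT.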
SENP7 inh – SENP7 protease inhibition; recombinant SENP7, Z-RLRGG-aminoluciferin luminescence, 40 min; Q9BQF6; inhibition, % at 5 µM; 1.5% of 330,000 active;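 active means inhibition above about 50% at the single test dose, limit read from the data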;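 further: plate controls were DMSO with enzyme for no effect and no enzyme buffer wells for full effect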
The depositor's hits bear a star; / = no result given.

SMILES | SENP8 block-1 | HKDC1 inhibitor | PfG6PD inh | SENP8 block-2 | SENP6 inh | SENP1 inh | Apaf-1 inh | SENP7 inh
O=S(=O)(Cc1ccccc1)NCc1ccccn1 | 22 | -13 | -1 | -2 | 0 | 2 | -16 | -2
CC(NC(=O)C1CCN(S(=O)(=O)c2cccc3cccnc23)CC1)c1ccccc1 (stereo not drawn) | 18 | 7 | -10 | 2 | 0 | 1 | 2 | 1
CC(=O)Nc1cccc(/C(C)=N/NC(N)=S)c1 | 16 | 0 | 6 | -11 | 2 | 1 | 4 | 9
CC(OC(=O)C(C)Oc1ccccc1)C(=O)Nc1ccc(S(=O)(=O)N2CCCCC2)cc1 (stereo not drawn) | 11 | 4 | 11 | -11 | 2 | 0 | 15 | -10
CCN1CCCC1CNC(=O)CSCc1nc(-c2ccccc2C)oc1C (stereo not drawn) | 9 | -4 | -3 | -3 | 7 | -7 | 4 | -1
O=C(c1c(F)cccc1F)N(C1CCCCC1)C1CCCCC1 | 17 | -1 | 26 | -6 | -2 | 2 | 23 | 7
O=C(/C=C/c1cccc(Oc2ccccc2)c1)N1CCOCC1 | 9 | -4 | -24 | 15 | 40 | 3 | 2 | 27
Cc1sc2ncnc(NCc3cccs3)c2c1C | -3 | -3 | -9 | -4 | -9 | 0 | -1 | 1
CN1CCN(c2ccccc2NC(=O)c2ccc([N+](=O)[O-])o2)CC1 | 9 | -1 | 7 | -3 | 12 | -2 | 6 | 12
COc1ccc(NC(=O)N2CCCC(C(=O)NCCc3ccccc3)C2)cc1 (stereo not drawn) | 10 | 4 | 9 | -8 | -16 | 2 | 5 | -1

Next part, starting with the last four of the part before.
SMILES | SENP8 block-1 | HKDC1 inhibitor | PfG6PD inh | SENP8 block-2 | SENP6 inh | SENP1 inh | Apaf-1 inh | SENP7 inh
O=C(/C=C/c1cccc(Oc2ccccc2)c1)N1CCOCC1 | 9 | -4 | -24 | 15 | 40 | 3 | 2 | 27
Cc1sc2ncnc(NCc3cccs3)c2c1C | -3 | -3 | -9 | -4 | -9 | 0 | -1 | 1
CN1CCN(c2ccccc2NC(=O)c2ccc([N+](=O)[O-])o2)CC1 | 9 | -1 | 7 | -3 | 12 | -2 | 6 | 12
COc1ccc(NC(=O)N2CCCC(C(=O)NCCc3ccccc3)C2)cc1 (stereo not drawn) | 10 | 4 | 9 | -8 | -16 | 2 | 5 | -1
Cc1cccc(C)c1NC(=O)CN(C)C(=O)CC1OC(=O)c2ccccc21 (stereo not drawn) | 1 | -3 | -7 | -7 | -10 | 1 | -1 | 3
Cc1cc(N2CCCCC2)ccc1[N+](=O)[O-] | 21 | -8 | 8 | -10 | -23 | 0 | -1 | 5
COCCNC(=O)COc1ccccc1C | 24 | -4 | 10 | 3 | -6 | 2 | 2 | -1
COc1cccc(-c2nn(-c3ccccc3)cc2CO)c1 | 17 | -1 | 12 | -2 | -6 | 1 | -3 | 6
O=C(c1ccc([N+](=O)[O-])cc1)N1CCN(C(=O)C2CCCCC2)CC1 | 4 | -1 | 1 | -9 | -6 | 3 | 3 | 14
COc1ccc(S(=O)(=O)Nc2ccccc2C(=O)N2CCOCC2)cc1C | 3 | 2 | -19 | -10 | -8 | 2 | 0 | -10
CC1(c2ccccc2Cl)NC(=O)N(CC(=O)NC(=O)NCc2ccco2)C1=O (stereo not drawn) | 8 | -2 | 2 | -1 | -6 | -1 | 2 | -4
Cc1cccc(NC(=O)CN2C(=O)S/C(=C\C(=O)Nc3ccc(Cl)cc3)C2=O)c1 | -11 | -7 | 7 | -3 | 0 | 29 | 21 | 6
COC(=O)c1cc(C(=O)Cc2ccccc2)c[nH]1 | / | / | / | -6 | -11 | / | -4 | -1
Cc1ccc(C(=O)NCC(=O)NC23CC4CC(CC(C4)C2)C3)cc1 | 7 | 0 | 6 | -6 | -2 | 0 | 8 | 3
COC(=O)CSC1=C(C#N)C(c2ccc(C(C)C)cc2)CC(=O)N1 (stereo not drawn) | -4 | 4 | -5 | 0 | -1 | 2 | 8 | 0
Cc1cc(C)cc(NC(=O)N2CCCN(c3c(Cl)cncc3Cl)CC2)c1 | 10 | -2 | 10 | -8 | -15 | -1 | 6 | 5
N#Cc1cc(-c2ccccc2)oc1NC(=O)c1ccccc1 | -7 | 2 | -14 | -1 | -6 | -6 | -6 | -1
Cc1ccc(C(=O)Nc2ccc3c(c2)OCCO3)c(C)c1 | -1 | 3 | 22 | 81* | 91* | 1 | -16 | 89*
O=C(COC(=O)c1ccccc1)NC1CCCCCC1 | 9 | -2 | -9 | -7 | -14 | 3 | 1 | 8
Cn1c(N)c(C(=O)COC(=O)c2ccc(Br)o2)c(=O)n(C)c1=O | 15 | 3 | -7 | -11 | -20 | 0 | 2 | -2
Cc1c(CN2CCC(n3nccc3NC(=O)C3CCOC3)CC2)[nH]c2ccccc12 (stereo not drawn) | 1 | -10 | 14 | 4 | 3 | -3 | -2 | -9
O=C1Nc2ccccc2C1Cc1ccccc1 (stereo not drawn) | 0 | -4 | 30 | -7 | -10 | 4 | -12 | 14
CCOc1ccccc1NC(=O)CSc1ncnc2c1oc1ccccc12 | 11 | -12 | 10 | 1 | -5 | 0 | 13 | 9
CCOc1cc(NC(=S)NC)c(OCC)cc1NC(=O)c1ccc(OC)cc1 | -20 | -10 | -3 | -2 | 13 | -4 | -1 | -1
O=C(CCl)Nc1sccc1C(=O)c1ccccc1 | 25 | 16 | -11 | -3 | -18 | 3 | 13 | 6
Cc1noc(C)c1CSCC(=O)Nc1cc(C(F)(F)F)ccc1N1CCOCC1 | 0 | -10 | 0 | -6 | -19 | 2 | 12 | -5
CCOCCCNC(=O)C(NC(=O)c1ccc(NC(C)=O)cc1)c1ccccc1 (stereo not drawn) | 19 | -11 | 12 | -4 | -13 | 2 | 5 | -11
CC(=O)c1ccc(NC(=S)Nc2ccc(N3CCOCC3)cc2)cc1 | 6 | -2 | 12 | -6 | -13 | 2 | 11 | 4
Fc1ccc(Oc2nnnn2-c2ccccc2)cc1 | 6 | 3 | -15 | 0 | -32 | -1 | 2 | -2
O=C(COC(=O)c1ccc(F)cc1)NCc1ccc(F)cc1 | 11 | -3 | 8 | -8 | 8 | 2 | -4 | 2
CCOC(=O)c1cccnc1SCC(=O)N(CC)c1cccc(C)c1 | 4 | 13 | 9 | -1 | 4 | 2 | 1 | 4
Cc1cccc(OCCC(=O)OCC(=O)Nc2c(C)nn(-c3ccccc3)c2C)c1 | 10 | 1 | -7 | -2 | -8 | 2 | 9 | 2
Cc1ccc(C(=O)COC(=O)c2nc3nccc(C)n3n2)c(C)c1 | -7 | 5 | 15 | -3 | -3 | -5 | 0 | 1
Cc1c(CC(=O)O)c(=O)oc2cc(OCc3ccc(F)cc3F)ccc12 | -272 | -4 | -21 | -8 | 11 | 1 | 5 | -3
COc1cccc(-c2ccc3c(N)c(C(=O)NC4CC4)sc3n2)c1 | -460 | 4 | 17 | 46 | 60* | -32 | 10 | 50
CCOc1ccc(NC(=O)c2sc3nc(C)nc(N4CCOCC4)c3c2C)cc1 | -1 | -1 | -6 | -3 | -10 | 0 | 11 | -5
Cc1cc(C(C)(C)C)cc(S(=O)(=O)NCCc2ccncc2)c1C | 12 | -4 | 2 | -10 | 1 | 2 | 5 | -5
Cc1ccc(NC(=O)c2ccc(C)c(NC3=NC4CS(=O)(=O)CC4S3)c2)cc1C (stereo not drawn) | 1 | -4 | 11 | 6 | 2 | 3 | 7 | -3
Cc1ccc(Cn2cnc3sc4c(c3c2=O)CCC4)c(C)c1 | 24 | -10 | -12 | -6 | -40 | -2 | 11 | -4
N=c1n(CC(=O)c2ccc(Br)s2)c2ccccc2n1Cc1ccccc1 | 13 | 5 | 15 | -10 | -11 | -159 | 42* | -4
Cc1cc(C(=O)COC(=O)c2n[nH]c(=O)c3ccccc23)c(C)n1C | 14 | 2 | -2 | 8 | 14 | 2 | -4 | -2
CCOC(=O)c1cc(S(=O)(=O)NCCc2ccc(OC)c(OC)c2)cn1C | 7 | -6 | 0 | -3 | 4 | 1 | -12 | 7
COCCSc1ccccc1C(=O)N1CCN(Cc2ccccc2)CC1 | 10 | 12 | -8 | -4 | -6 | 1 | -5 | 2
COc1ccc(S(=O)(=O)N(C)c2ccc(C(=O)N3CCOCC3)cc2)cc1OC | 14 | 17 | -10 | 6 | -14 | 2 | -21 | 0

Entries of single compounds as entered above. Order of values: SENP8 block-1 | HKDC1 inhibitor | PfG6PD inh | SENP8 block-2 | SENP6 inh | SENP1 inh | Apaf-1 inh | SENP7 inh
Cc1sc2ncnc(NCc3cccs3)c2c1C reads -3 | -3 | -9 | -4 | -9 | 0 | -1 | 1
COCCSc1ccccc1C(=O)N1CCN(Cc2ccccc2)CC1 reads 10 | 12 | -8 | -4 | -6 | 1 | -5 | 2
CCOc1cc(NC(=S)NC)c(OCC)cc1NC(=O)c1ccc(OC)cc1 reads -20 | -10 | -3 | -2 | 13 | -4 | -1 | -1
Cc1ccc(Cn2cnc3sc4c(c3c2=O)CCC4)c(C)c1 reads 24 | -10 | -12 | -6 | -40 | -2 | 11 | -4

Continued.
SMILES | SENP8 block-1 | HKDC1 inhibitor | PfG6PD inh | SENP8 block-2 | SENP6 inh | SENP1 inh | Apaf-1 inh | SENP7 inh
CCCCOc1ccc(/C(O)=C2/C(=O)C(=O)N(Cc3cccnc3)C2c2ccncc2)c(C)c1 (stereo not drawn) | 13 | -8 | -23 | -6 | -5 | -4 | -11 | -2
CN(C)c1ccc(/C=N/NC(=O)c2nnn(-c3nonc3N)c2COc2ccc(F)cc2)cc1 | -352 | 1 | 8 | 5 | -8 | -39 | -23 | 1
OCCN1CCN(CC(O)COc2ccc(-c3ccccc3)cc2)CC1 (stereo not drawn) | 11 | -7 | -7 | -8 | -3 | 2 | -2 | -5
COc1ccc(CCn2c(N)cc(=O)[nH]c2=O)cc1OC | -2 | -6 | 8 | -6 | -8 | 2 | 4 | -5
CC(=O)Nc1sc(N/N=C\c2ccco2)nc1-c1cccs1 | 3 | 2 | 33 | 0 | -5 | 3 | 3 | 4
CCn1c2ccccc2c2nnc(SCCCn3c(=O)[nH]c4ccccc43)nc21 | 5 | 28 | 34 | 8 | -4 | 1 | 17 | 4
COc1ccc(NC(=S)N2CCN(c3ncccn3)CC2)c(OC)c1 | 12 | -3 | 19 | -9 | -8 | 2 | -15 | 9
CCN1CCc2c(OCC(=O)Nc3cccc(C)c3)cccc2C1=O | 10 | -3 | 0 | -10 | -13 | 1 | 4 | -15
CCOC(=O)CN1C(=O)N[C@@H](CCc2ccccc2)[C@@H](C(=O)OC)[C@H]1C | 19 | -4 | -5 | -6 | -11 | 5 | 1 | -12
C=CCn1nnnc1-c1cc(Cl)cc(Cl)c1 | 24 | -8 | 1 | -3 | -5 | -5 | -1 | -2

No enrichment for hits; about 3.6% have a hit in one of these screens.
